# ER stress surv – ER stress cell death inhibition | AID 1010 | 48,000 tested, 0.33% active | CSM14.1 thapsigargin ER stress survival, ATP luminescence | relative survival (cellular ATP), % at 15 µg/mL (by protocol);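 active = survival measured by cellular ATP above 50% at 15 µg/ml in the first screen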;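 note: cell death triggered by about 15 µM thapsigargin; ATP read 24 h after thapsigargin was added; plate controls were thapsigargin with DMSO for no effect and DMSO without thapsigargin for full effect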
# Numbers without * were called inactive. Some of the compounds tested; the hit share may differ from the screen's.
Structure	ER stress surv
Cc1cc(Cl)cc(Cl)c1OCCOCCN1CCN(C)CC1	-5
CCN(CC)c1ccc(NC(=O)COc2ccc(C)cc2)cc1	6
COc1ccc(C(NC(C)=O)c2ccc(OC)cc2)cc1	-2
Cc1ccc(S(=O)(=O)Nc2ccccc2C(=O)O)cc1	11
O=C(CCc1ccccc1)NCc1cccnc1	22
CCOC(=O)CSc1nc(C2CC2)cc(-c2ccc(F)cc2)c1C#N	8
COc1cc(C(=O)Nc2ccc(C(N)=O)cc2)c([N+](=O)[O-])cc1OC	6
COc1ccc(C(=O)Nc2ccccc2)cc1S(=O)(=O)NCc1ccccc1	13
O=C(Nc1c[nH]c(=O)[nH]c1=O)c1ccc(-c2ccccc2)cc1	4
COc1ccc(C(NC(C)=O)c2ccc3cccnc3c2O)c(OC)c1 (stereo not drawn)	48
N#Cc1c(-c2cccc(Br)c2)c(C#N)c2nc3ccccc3n2c1N	-1
N#CC1=C(N)C(C#N)(C#N)C(c2ccco2)C2CCCC=C12 (stereo not drawn)	7
Cc1ccc(C=Nc2cc(C)on2)c(O)c1	3
CCN(CC)c1ccc(NS(=O)(=O)c2ccc(NC(C)=O)cc2)cc1	8
COC(=O)c1ccccc1NC(=O)c1ccc(Cl)cc1	3

# Continued.
Structure	ER stress surv
CCCCNC(=O)/C(=C/c1ccccc1)NC(=O)c1ccc(OC)cc1	3
COC(=O)c1ccccc1NC(=O)COc1ccc(C)cc1C	4
Cc1cc(C)cc(NC(=O)CN(c2ccc(Oc3ccccc3)cc2)S(C)(=O)=O)c1	2
O=C(CCCC(=O)N1CCCCC1)NCc1ccco1	-2
CCOC(=O)c1c(NC(=O)COC(=O)C(CCSC)NC(C)=O)sc2c1CCCC2 (stereo not drawn)	2
CCc1cccc(C)c1NC(=O)c1cc(OC)c(OC)cc1[N+](=O)[O-]	3
O=C(NC(=S)Nc1ccc(F)cc1)c1ccccc1	3
CC1(C)CC(=O)C=C(NCc2ccncc2)C1	-6
CCCCCCCc1c(C)[nH]n(-c2nnc3c(n2)[nH]c2ccccc23)c1=O	2
Cc1ccc(S(=O)(=O)N(Cc2ccccc2)c2ccccc2C(=O)NCc2ccccc2)cc1	0
O=C1C(=O)N(Cc2ccc(F)cc2)c2ccc(Br)cc21	1
COc1ccc2c(c1)CC/C(=C/Nc1ccc3c(c1)OCO3)C2=O	-3
Cc1ccc(NC(=O)c2c(C)nc3ccccn23)cc1	-13
COC(=O)c1cc(NC(=O)c2ccc(OCc3ccccc3)cc2)cc(C(=O)OC)c1	1
CCOC(=O)C1CCN(C(=O)Nc2ccc(Cl)cc2)CC1	5

# Reprinted from the listing, seven compounds:
Structure	ER stress surv
O=C(CCc1ccccc1)NCc1cccnc1	22
CCOC(=O)CSc1nc(C2CC2)cc(-c2ccc(F)cc2)c1C#N	8
COc1cc(C(=O)Nc2ccc(C(N)=O)cc2)c([N+](=O)[O-])cc1OC	6
COc1ccc(C(=O)Nc2ccccc2)cc1S(=O)(=O)NCc1ccccc1	13
O=C(Nc1c[nH]c(=O)[nH]c1=O)c1ccc(-c2ccccc2)cc1	4
COc1ccc(C(NC(C)=O)c2ccc3cccnc3c2O)c(OC)c1 (stereo not drawn)	48
N#Cc1c(-c2cccc(Br)c2)c(C#N)c2nc3ccccc3n2c1N	-1

# Other results follow.
Structure	ER stress surv
O=C1CC(c2ccccc2)CC2=C1C(c1cccnc1)N(C(=O)c1ccccc1)c1ccccc1N2 (stereo not drawn)	79*
O=C1C=CC(=O)c2c1c(-c1ccccc1)nn2-c1ccccc1	6
CCOC(=O)c1c(N2C(=O)C3C4C=CC(O4)C3C2=O)sc2c1CCCC2 (stereo not drawn)	19
O=C(Nn1c(O)c(/C=C2\C=Nc3ccccc32)sc1=S)c1cccc(O)c1	15
COc1cc(S(=O)(=O)N2CCOCC2)c(OC)cc1Cl	8
Cc1cc([N+](=O)[O-])ccc1NCc1cc(F)ccc1F	16
Cc1ccc(S(=O)(=O)Nc2cc(C(C(=O)OC(C)C)C(=O)C(F)(F)F)c(O)c3ccccc23)cc1 (stereo not drawn)	1
CCOCCOC(=O)c1ccc(NC(=O)c2cccnc2)cc1	3
CCN1C(=O)CSC1=Nc1ccc(C(=O)O)cc1	3
COc1ccc(-n2c(-c3cc(OC)c(OC)c(OC)c3)n[nH]c2=S)cc1	10
COc1cc(/C=N/NC(N)=O)ccc1Oc1nc(Nc2ccc(C)cc2Br)nc(N2CCOCC2)n1	49
O=C(NCc1ccc2c(c1)OCO2)c1cccc(I)c1	4
COc1ccc(Br)cc1/C=C/C(=O)Nc1cccc(S(N)(=O)=O)c1	-1
CSc1nc2c(cc1C#N)CCCC2	1
O=C(c1cccc2ccccc12)N1CCN(c2nc3ccc([N+](=O)[O-])cc3s2)CC1	16

# The list continues:
Structure	ER stress surv
COc1cc(C(=O)N2CCN(c3ccccc3)CC2)c([N+](=O)[O-])cc1OC	-2
O=C(CSc1nc2ccccc2s1)c1ccc2c(c1)Cc1ccccc1-2	21
COc1ccc(OC)c(CNc2ccccc2)c1	17
Cc1ccc(N2CCN(/N=C\c3ccccc3F)CC2)cc1	6
CCCCc1cc(=O)oc2cc(OC(C)=O)ccc12	7
CC(=O)C(C(=O)c1ccccc1)C1(O)C(=O)Nc2ccccc21 (stereo not drawn)	7
Cc1cc(Nc2ccc3c(c2)n(C)c(=O)n3C)n2c(nc3ccccc32)c1C#N	2
O=C(O)c1ccccc1N=Nc1cc(-c2ccccc2)oc1O	0
O=[N+]([O-])c1ccc(S(=O)(=O)Nc2ccccc2CO)cc1	5
CCOc1cc(/C=C2/SC(=S)N(CC)C2=O)ccc1OCc1ccccc1Cl	3
Cc1onc(-c2c(Cl)cccc2Cl)c1C(=O)NC1CCCCCCC1	-2
CCCOc1ccc(C(=O)Nc2cc(C(=O)OC)cc(C(=O)OC)c2)cc1	2
O=C(Oc1ccc2oc(=O)sc2c1)c1ccccc1	0
COCCN1C(=O)/C(=C\c2ccc(SC)cc2)C(C(=O)OC)=C1C	0
c1ccc(-c2ccc(-n3cnc4ccccc43)cc2)cc1	5

# More structures follow:
Structure	ER stress surv
COc1ccc2nc(NC(=O)COC(=O)CN3C(=O)c4ccccc4C3=O)sc2c1	2
COc1ccc(CN2CCN(C(=O)c3ccccc3)CC2)cc1Br	-2
O=C1C=C(NNC(=O)c2ccncc2)CC(c2ccco2)C1 (stereo not drawn)	9
COCCOC(=O)C1=C(C)NC2=C(C(=O)CC(C)(C)C2)C1c1cccc(Cl)c1 (stereo not drawn)	17
O=C(CCNc1ccc2ccccc2c1)c1ccc(Cl)c(Cl)c1	16
O=C1Nc2c(S(=O)(=O)N3CCOCC3)cc(S(=O)(=O)N3CCOCC3)c3cccc1c23	7
C=CCc1ccccc1OCCOc1c(I)cc(/C=C2/SC(=S)N(C)C2=O)cc1OC	8
O=C(NCc1cccnc1)c1nn2c(C(F)(F)F)cc(-c3cccs3)nc2c1Cl	10
CCN1C(=O)/C(=C/c2c(Cl)cccc2Cl)SC1=S	8
O=C(Nc1ccc(Cl)cc1)C1CC(=O)N(c2cccc([N+](=O)[O-])c2)C1 (stereo not drawn)	2
O=C(N1CCOCC1)N1CCN(c2ccccc2)CC1	7
N/C(=N\OC(=O)CCc1ccccc1)c1ccc(Cl)cc1	3
COc1ccc(C(=O)NC(=S)Nc2cccc([N+](=O)[O-])c2)cc1	-4
CCOc1cccc(C2NC(=O)NC(C)=C2C(=O)OCC(Cl)(Cl)Cl)c1 (stereo not drawn)	9
CCCCn1c2ccccc2n2c(C(=O)OC)c(C)nc12	15

# Other records.
Structure	ER stress surv
COc1ccc(-c2ccc(/C=C/c3cc(C(F)(F)F)[nH]c(=O)n3)o2)c([N+](=O)[O-])c1	-11
COc1ccccc1N1C(=O)/C(=C\c2ccc(Cl)cc2Cl)SC1=S	8
COc1cc(NC(=O)c2ccc(Cl)cc2Cl)cc(OC)c1	7
O=C(NCCCc1ccccc1)c1cccc(F)c1	0
CCOc1ccc(N2C(=O)NC(=O)/C(=C\c3ccccc3OC)C2=O)cc1	4
Cc1nc2ccccn2c1C(=O)N/N=C/c1ccccc1	3
Cc1ccc(N2C(=O)/C(=C/c3ccccc3C(=O)O)SC2=S)c(C)c1	-3
C/C(CC(C)C)=N\NC(=O)C(O)(c1ccccc1)c1ccccc1	2
COc1ccc(CC(=O)Nc2ccc(S(=O)(=O)N3CCCCCC3)cc2)cc1	5
O=C(COc1ccc2ccccc2c1)Nc1cc([N+](=O)[O-])ccc1F	10
O=C(c1ccc([N+](=O)[O-])cc1Cl)N1CCN(c2ccccn2)CC1	8
CC1=NN(c2ccccc2)C(=O)/C1=C\c1cn(CCC#N)nc1-c1ccc(C)o1	23
O=C(Nc1ccc2nc(-c3ccc(O)cc3)sc2c1)C1CCCCC1	6
CC(=O)c1ccc(N2C(=O)CC(N3CCN(c4ccccn4)CC3)C2=O)cc1 (stereo not drawn)	-4
O=C(c1ccc(-c2ccccc2)cc1)N1CCN(C2CC3CCC2C3)CC1 (stereo not drawn)	13

# More compounds follow.
Structure	ER stress surv
C/C(=N\NC(=O)c1cc(C)[nH]n1)c1ccc(N)cc1	9
Cc1cc(C)cc(CC2CC(=O)N(c3ccc(Br)cc3)C2=O)c1 (stereo not drawn)	6
Cc1c(C(=O)Nc2ccc3oc(-c4cccnc4)nc3c2)oc2ccccc12	-9
O=C(NCCc1ccc(F)cc1)C(=O)NC1CC1	4
CN(C)/C=C1\N=C(c2ccc([N+](=O)[O-])cc2)OC1=O	-4
Cc1cccc(OCC(=O)Nc2ccc(S(=O)(=O)Nc3nccs3)cc2)c1C	2
CCN(CC)c1ccc(N=Cc2cccc(O)c2O)cc1	-11
CCC(C(=O)Nc1ccc(S(=O)(=O)NC(C)=O)cc1)c1ccccc1 (stereo not drawn)	-2
OC(CNCc1ccccc1)(c1ccc(Cl)cc1)c1ccc(Br)cc1 (stereo not drawn)	-4
Cc1cc(C)c2nc(NC(=O)c3ccco3)sc2c1	-3
O=c1/c(=C/c2ccc(Cl)cc2)sc2nc3cc(Br)cnc3n12	8
C=C(C)C1CC=C(C)/C(=N/NC(N)=O)C1 (stereo not drawn)	6
COc1ccc(CSCC(=O)NC2CCCCC2)cc1	4
CN(C)c1ccc(C(=S)N2CCCCC2)cc1	3
Cc1cc(C)cc(NC(=O)c2ccc(C)c([N+](=O)[O-])c2)c1	8

# The final five records of the section before open the next one:
Structure	ER stress surv
O=c1/c(=C/c2ccc(Cl)cc2)sc2nc3cc(Br)cnc3n12	8
C=C(C)C1CC=C(C)/C(=N/NC(N)=O)C1 (stereo not drawn)	6
COc1ccc(CSCC(=O)NC2CCCCC2)cc1	4
CN(C)c1ccc(C(=S)N2CCCCC2)cc1	3
Cc1cc(C)cc(NC(=O)c2ccc(C)c([N+](=O)[O-])c2)c1	8
O=C1c2ccccc2C(=O)N1c1ccc2c(c1)C(=O)N(c1ccccc1)C2=O	6
O=C(O)/C(=C\c1ccccc1)NC(=O)c1ccccc1I	7
CCOC(=O)c1c(NC(=O)COc2ccccc2)sc(C(=O)Nc2ccccc2F)c1C	-5
COc1ccc(-c2cn3cc(Cl)ccc3n2)cc1Br	3
Fc1ccc(NC(=S)Nc2ccc(I)cc2)cc1	1
CC(=O)c1cc(C#N)c(SCC(=O)c2ccc(O)c(O)c2)nc1C	-5
CCOc1ccc(NC(=O)Cc2ccc(Br)cc2)cc1	9
CN1CCN(Cc2c(O)ccc3cc(-c4nc5ccccc5[nH]4)c(=O)oc23)CC1	0
O=C(Nc1cc(C(F)(F)F)ccc1Cl)c1ccc(Cl)cc1Cl	0
Cc1ccc(S(=O)(=O)NCc2nnc(NC(=O)c3ccc(Br)cc3)s2)cc1	12
C=COCCNC(=O)C(=O)Nc1ccccc1	3
N#Cc1c(-c2ccccc2)cc(-c2ccc(Br)cc2)nc1N	9
COc1ccc(N2C(=O)c3ccc(-c4nc5ccccc5c(=O)o4)cc3C2=O)cc1OC(C)=O	2
COc1ccc(C2CC(=O)C3=C(C2)Nc2ccccc2NC3c2ccc(SC)cc2)cc1 (stereo not drawn)	7
O=[N+]([O-])c1cc(C(F)(F)F)ccc1NCCNC(=S)Nc1ccc(Cl)cc1	-1

# Additional structures:
Structure	ER stress surv
COc1ccccc1N1CCN(C(=S)Nc2ccccc2)CC1	1
CCN(CC)CCNc1c(N)c(=O)oc2ccccc12	9
O=C(c1cccs1)N1CCN(Cc2ccc(Br)cc2)CC1	3
O=C(Nc1nc(-c2ccc(Cl)cc2)cs1)C1CCCC1	11
CCCCOc1ccc(S(=O)(=O)NCc2cccnc2)cc1	3
CCC1=NN2C(=N)/C(=C/c3ccc(OC(C)=O)cc3)C(=O)N=C2S1	16
CC1=C(C(=O)OC(C)C)C(c2ccc(F)cc2)C(C(=O)OC(C)C)=C(C)N1	-3
CCOc1ccc2cc(S(=O)(=O)n3ccnc3)ccc2c1	8
Cc1ccc2nc(-c3ccc([N+](=O)[O-])cc3)cn2c1	-1
O=C(Nc1ccc(I)cc1Cl)c1ccc(Cl)c(Cl)c1	2
O=C1NN(c2ccc(F)c(Cl)c2)C(=O)/C1=C\c1ccc(-c2cccc(C(=O)O)c2)o1	2
CCN(CC)c1ccc(C(=O)NCCc2ccccc2)cc1	1
COc1ccc(NC(=O)N2CCN(c3ccccn3)CC2)cc1	-3
O=C1C(=O)N(c2cccnc2)C(c2ccc(O)cc2)/C1=C(\O)c1ccccc1 (stereo not drawn)	1
Cn1c(=O)c2c3c(sc2n(CC(=O)c2ccc(Cl)cc2)c1=O)COC(C)(C)C3	-1
